PTHR1 agonist = agonists of human PTHR1 parathyroid hormone receptor. Q03431. HEK293 GP2 PTHR1 cells, GloSensor cAMP luminescence, 1 h. Potency, µM (highest dose often 115 µM), for the others: at the top dose activation, usual class: activators. hit rate 0.075% among 410,000. AID 743266; also: potency is read from the fitted curve at half-maximal effect; nearly all actives have a fitted effect of over 55% in size; some results filed as inactive show a strong effect at the top dose; inactives centre near -15; many of its hits are not listed in these tables
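HEK-293-derived GP2 cells expressing PTHR1 and a GloSensor cAMP reporter, 3,000/well, plated overnight, given luciferin plus IBMX (each 0.5 mM as added) for 1 h at 37 °C, then compound for 1 h at 37 °C. Luminescence was read after 15 min at room temperature.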
GLP1R ag = activates the human GLP-1 receptor | Potency, µM (titrated, usually from 45.6 µM), without a hit: at the highest dose activation, hits mostly activators | hit rate 0.007% among 380,000 | P43220 | HEK293 GLP-1R CRE-luciferase, luminescence, 4-6 h; cells express a hypersensitive GLP-1R form; also: potency is read from the fitted curve at half-maximal effect; % of control where 0% means no effect
Target sequence (P43220 whole entry, looked up): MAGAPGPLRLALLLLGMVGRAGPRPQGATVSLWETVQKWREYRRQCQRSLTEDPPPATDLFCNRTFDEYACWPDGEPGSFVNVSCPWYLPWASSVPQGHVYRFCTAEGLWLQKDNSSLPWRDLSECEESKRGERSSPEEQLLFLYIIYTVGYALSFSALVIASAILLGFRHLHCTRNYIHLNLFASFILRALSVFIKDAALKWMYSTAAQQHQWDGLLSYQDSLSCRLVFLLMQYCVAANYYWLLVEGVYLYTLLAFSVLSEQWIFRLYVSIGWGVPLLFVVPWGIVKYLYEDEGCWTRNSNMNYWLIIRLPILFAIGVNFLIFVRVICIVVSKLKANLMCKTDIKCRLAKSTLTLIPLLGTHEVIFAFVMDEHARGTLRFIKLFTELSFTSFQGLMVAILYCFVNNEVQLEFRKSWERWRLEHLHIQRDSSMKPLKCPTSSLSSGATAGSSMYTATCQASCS
GLP1R inv ag = acts as inverse agonist at human GLP-1 receptor; HEK293 GLP-1R CRE-luciferase, luminescence, 24 h; GLP-1R form is constitutively active; hit rate 1.6% among 410,000; P43220; AID 624417; Potency, µM (series often up to 38.3 µM), without a hit: at the top dose activity change, negative = inhibition, actives largely listed as inhibitors; also: potency is read from the fitted curve at half-maximal effect; % is scaled to controls: 0 for no effect and ±100 for the full control effect; nearly all actives have a fitted effect of over 55% in size
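Inverse agonists were sought by their lowering of basal cAMP reporter luciferase output in HEK293 cells stably carrying constitutively active human GLP-1R, after 24 h compound treatment.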
aSyn rescue = rescues yeast growth from alpha-synuclein toxicity. Yeast expressing alpha-synuclein, growth rescue, BacTiter-Glo, 24 h. Potency, µM (highest dose often 46.1 µM), inactives show at the top dose growth rescue (activation), actives largely listed as activators. hit rate 0.14% among 370,000. AID 652106; also: potency is read from the fitted curve at half-maximal effect; % of control where 0% means no effect; nearly all actives have a fitted effect of over 65% in size
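Readout is rescue of growth in alpha-synuclein-expressing yeast, so inhibitors of toxicity appear as activators. Growth after 24 hr at 30 deg C in galactose medium is quantified by luminescence.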
HEK293 tox = cytotoxicity counter-screen for GLP-1 receptor inverse agonists | HEK293 cAMP-luciferase reporter cells, luminescence, 24 h | Potency, µM (highest dose often 38.3 µM), for inactives: at the highest dose activity change, negative = inhibition, hits mostly inhibitors | hit rate 0.13% among 410,000 | AID 624418;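 also: loss of luciferase light is scored as toxicity; potency is read from the fitted curve at half-maximal effect; % is scaled to controls: 0 for no effect and ±100 for the full control effect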
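Here, cytotoxicity is scored as loss of luminescence. The MLSMR collection was tested on cells seeded in medium containing 10% Nu serum, with a 24 hr compound exposure preceded by 12 hours of culture.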
TDP43 rescue = inhibitors of TDP-43 toxicity in yeast. AID 652104. TDP-43 expressing yeast growth rescue, BacTiter-Glo, 24 h. hit rate 1.8% among 410,000. Potency, µM (top dose mostly 46.1 µM), inactives show at the top dose growth rescue (activation), usual class: activators; also: potency is read from the fitted curve at half-maximal effect; % of control where 0% means no effect; nearly all actives have a fitted effect of over 50% in size
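Cell-based yeast growth screen: TDP-43 expression induced in galactose, inoculum OD600=0.02 after raffinose pregrowth to mid-log. Read-out BacTiter-Glo luminescence at 24 hr, 30 deg C; inhibition of toxicity seen as signal increase.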
KB-V1 MDR tox = kills drug-selected multidrug resistant KB-V1 cells; KB-V1 MDR cells viability, CellTiter-Glo, 72 h; Potency, µM (titrated, usually from 46.1 µM), inactives show at the top dose activity change, negative = cytotoxicity, most hits filed as cytotoxic; hit rate 3.4% among 400,000; also: potency is read from the fitted curve at half-maximal effect; % is scaled to controls: 0 for no effect and ±100 for the full control effect; nearly all actives have a fitted effect of over 60% in size
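Luminescent ATP read-out (CellTiter-Glo, 10 min) measures survival of drug-selected KB-V1 MDR cells after 72 h, 37 degrees C compound exposure. Medium: phenol-red-free DMEM, 10% FBS. Values from fitted concentration-response curves.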
D3 ag = D3 dopamine receptor (human) agonism; P35462; D3R DiscoveRx beta-arrestin cells, luminescence, 90 min; max activation, %; hit rate 0.58% among 410,000; in the data active = max activation above about 30%; also: 0% is about no effect; mostly tested at two doses, the higher about 12 µM
Target sequence (P35462 whole entry, looked up): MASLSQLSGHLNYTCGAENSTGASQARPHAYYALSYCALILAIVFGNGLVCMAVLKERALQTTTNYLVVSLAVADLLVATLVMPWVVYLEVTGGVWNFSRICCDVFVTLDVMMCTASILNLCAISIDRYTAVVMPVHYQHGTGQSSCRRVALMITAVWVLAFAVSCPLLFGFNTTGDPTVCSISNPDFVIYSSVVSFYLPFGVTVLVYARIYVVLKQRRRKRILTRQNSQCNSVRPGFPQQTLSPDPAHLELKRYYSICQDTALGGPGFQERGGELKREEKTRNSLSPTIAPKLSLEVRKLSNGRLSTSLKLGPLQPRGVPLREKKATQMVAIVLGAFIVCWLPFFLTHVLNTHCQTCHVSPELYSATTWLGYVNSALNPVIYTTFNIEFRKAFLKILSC
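Agonist mode: compounds and dopamine controls were applied to plated cells for 90 min at 37 degrees C after an overnight attachment at 1500 cells/well. Luminescent read-out followed 30 - 60 minutes at room temperature with DiscoveRx detection reagent.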
D3 antag = antagonists of human D3 dopamine receptor | hit rate 2.5% among 360,000 | D3R cells, DiscoveRx beta-arrestin luminescence, antagonist mode; stronger effect = lower value | P35462 | max response, negative = inhibition, %; in the data active = max response below about -50%; inconclusive = no clear call, values can overlap the other calls; also: % is scaled to controls: 0 for no effect and ±100 for the full control effect; mostly tested at two doses, the higher about 12 µM
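Cells expressing the human receptor were seeded at 1500 cells/well, incubated overnight at 37 degrees C in 5% CO2, then exposed to library compounds with dopamine controls for 90 minutes at 37 degrees C before luminescent detection.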
Numbers without * were called inactive; i = inactive; ? = inconclusive; · = not tested or not shown; & = joins results of further samples; [ ] = another dose, or the depositor's remark. Unless noted, calls follow the shape of the dose curve; as a rule, active = well fitted curve in the direction sought with a large enough effect; inconclusive = small, poorly fitted or top-dose-only effect, or another doubt; inactive = no such curve, though single readings can be large; an effect the other way counts as inactive or inconclusive. Some of the compounds tested (hit frequency here may not be typical).

no.	Molecule	PTHR1 agonist	GLP1R ag	GLP1R inv ag	aSyn rescue	HEK293 tox
1	CCOc1ccccc1CN1CCN(Cc2ccc3cc(F)ccc3n2)CC1CCO (stereo not given)	-5%	12%	?	1%	-1%
2	CC(Sc1nnc(COc2ccc([N+](=O)[O-])cc2)n1-c1ccccc1)C(=O)O (stereo not given)	i	-5%	3%	1%	2%
3	CC12COC3(C(=O)Nc4nccs4)CC1CCC32C (stereo not given)	-5%	16%	?	3%	-3%
4	S=C1NC(c2cccs2)=CC(c2ccc(Br)cc2)N1 (stereo not given)	-11%	-13%	?	-6%	?
5	O=C(N/N=C/c1ccc(OCC(=O)N2CCCC2)cc1)C(=O)NC1CC1	i	1%	7%	2%	2%
6	Cc1ccc2nc(NCc3ccccc3)c(C=O)c(=O)n2c1	-4%	10%	10%	2%	3%
7	Cc1cc(C)c(NC(=O)CN(C)C(C)C(=O)N2CCc3ccccc32)c(C)c1 (stereo not given)	-24%	7%	?	1%	5%
8	Cc1cccc(NC(=O)CN2CCN(CC(=O)Nc3ccc(-c4ccccc4)cc3)CC2)c1C	-18%	2%	?	8%	-8%

no.	TDP43 rescue	KB-V1 MDR tox	D3 ag	D3 antag
1	13%	1%	-10	-13
2	4%	?	4	11
3	10%	3%	-6	-8
4	20µM*	?	-11	-28
5	2%	27%	4	2
6	10%	?	1	11
7	16%	-20%	-5	-5
8	-4%	6%	-9	-8

Following part
no.	Molecule	PTHR1 agonist	GLP1R ag	GLP1R inv ag	aSyn rescue	HEK293 tox
9	CCn1c(Cc2ccccc2)nnc1SCc1nc2ccccc2c(=O)[nH]1	i	4%	10%	11%	-5%
10	CC1=C(C(=O)Nc2ccccc2)C(c2ccc(C(=O)O)cc2)n2ncnc2N1 (stereo not given)	i	-1%	3%	-2%	-3%
11	CC(C)N(c1nnc(N)s1)C(C)C	-3%[57.5 µM]	-6%	-3%	2%	1%
12	CC(C)CNC(=O)c1ccc(Cl)c(Cl)c1	-6%	5%	0%	-2%	-7%
13	CCN(CC)S(=O)(=O)c1ccc(N2CCCC2)c(C(=O)OCC(=O)N2CCCC2)c1	i	5%	-12%[7.66 µM]	6%	-1%[7.66 µM]
14	COc1cccc(Cn2cccc(NC(=O)NCc3ccccc3)c2=O)c1	-39%[inhibitor]	20%	-8%	-1%	-4%
15	S=C1NCCOCCOCCNC(=S)N2CCOCCOCCN1CCOCCOCC2	i	26%	-7%	-8%	-7%
16	COc1ccc(CNC(=O)COC(=O)C2=COCCO2)cc1	-1%[57.5 µM]	-6%	7%	0%	-4%

no.	TDP43 rescue	KB-V1 MDR tox	D3 ag	D3 antag
9	-7%	-8%	2	18
10	8%	?	2	·
11	15%	-12%	0	-10
12	?	0%	-5	-11
13	-28%	?	-6	6
14	-7%	?	5	-1
15	1%	3%	6	-4
16	-7%	12%	-1	-22

Later entries
no.	Molecule	PTHR1 agonist	GLP1R ag	GLP1R inv ag	aSyn rescue	HEK293 tox
17	O=c1c(-c2ccccc2)n[nH]c2ccccc12	-14%	-4%	7%	-23%	-1%
18	O=S(=O)(NC1CCSc2ccccc21)c1ccccc1 (stereo not given)	-4%	5%	?	4%	17%
19	COCCN(C(=O)C1CC(=O)N(Cc2ccc(C)cc2)C1)c1c(N)n(CC(C)C)c(=O)[nH]c1=O (stereo not given)	?	-7%	1%	1%	1%
20	COc1cc(CNCCN(C)C)c(Br)cc1OC1CCCC1	i	2%	?	-1%	4%
21	O=C(CSc1nnc(-c2ccccc2F)o1)N1CCCC1	i	0%	17%	-2%	-1%
22	O=C(CSc1n[nH]c(-c2ccccn2)n1)Nc1ccccc1F	13%	7%	11µM*	?	?
23	COc1cc(-c2cc(C(=O)Nc3ccc(S(=O)(=O)NCc4ccco4)cc3)c3ccccc3n2)cc(OC)c1OC	i	2%	2µM*	9%	-11%
24	C/C(=N\NC(=O)CO/N=C(\C)c1cccs1)c1ccc(N)cc1	-73%[inhibitor]	0%	-8%	-2%	1%

no.	TDP43 rescue	KB-V1 MDR tox	D3 ag	D3 antag
17	-12%	15%	1	-15
18	21%	-10%	-1	-8
19	9%	-15%	4	12
20	7%	?	-8	-11
21	0%	-10%	2	7
22	1%	?	2	-19
23	9%	-15%	7	37
24	11%	-2%	-6	-6

Five structures already listed, sorted by count of non-hydrogen atoms, high to low.
no.	Molecule	PTHR1 agonist	GLP1R ag	GLP1R inv ag	aSyn rescue	HEK293 tox
19	COCCN(C(=O)C1CC(=O)N(Cc2ccc(C)cc2)C1)c1c(N)n(CC(C)C)c(=O)[nH]c1=O (stereo not given)	?	-7%	1%	1%	1%
24	C/C(=N\NC(=O)CO/N=C(\C)c1cccs1)c1ccc(N)cc1	-73%[inhibitor]	0%	-8%	-2%	1%
20	COc1cc(CNCCN(C)C)c(Br)cc1OC1CCCC1	i	2%	?	-1%	4%
18	O=S(=O)(NC1CCSc2ccccc21)c1ccccc1 (stereo not given)	-4%	5%	?	4%	17%
17	O=c1c(-c2ccccc2)n[nH]c2ccccc12	-14%	-4%	7%	-23%	-1%

no.	TDP43 rescue	KB-V1 MDR tox	D3 ag	D3 antag
19	9%	-15%	4	12
24	11%	-2%	-6	-6
20	7%	?	-8	-11
18	21%	-10%	-1	-8
17	-12%	15%	1	-15

Going on with the list:
no.	Molecule	PTHR1 agonist	GLP1R ag	GLP1R inv ag	aSyn rescue	HEK293 tox
25	O=C1CCN(CCc2ccccc2)CCN1[C@H](CSc1ccc(Br)cc1)Cc1ccccc1	-65%[inhibitor]	0%	?	-22%	3%
26	CCN(CC)S(=O)(=O)c1ccc(N2CCOCC2)c(NC(=O)CSCc2c(C)noc2C)c1	-10%	0%	16%	1%	-10%
27	N=C1/C(=C\c2ccc(SCc3ccccc3)o2)C(=O)N=C2SC(CC(=O)N3CCOCC3)=NN12	i	0%	-5%	2%	-23%
28	CCCCC(=O)NC(c1ccc([N+](=O)[O-])cc1)c1c(O)ccc2ccccc12 (stereo not given)	-38%[inhibitor]	-37%[inhibitor]	?	9%	-11%[1.53 µM]
29	CC[C@@]1(C(=O)OC)N[C@H](CN(C)C(=O)c2ccc(C)cc2)[C@@H]2C(=O)N(Cc3ccccc3)C(=O)[C@@H]21	-25%	0%	4%	5%	-8%
30	CCC1CN(S(=O)(=O)c2ccc3c(c2)NC(=O)CC(=O)N3)c2cc(Cl)ccc2O1 (stereo not given)	-56%&-7%[inhibitor]	0%	?	3%	-11%&-19%
31	O=C(N/C(=C/c1ccc(F)cc1)C(=O)N1CCOCC1)c1ccccc1	-11%	1%	-6%	-7%	-6%
32	CN(C)CCN(Cc1ccccc1)C(c1ccnc2ccccc12)c1nnnn1-c1ccc2c(c1)OCCO2 (stereo not given)	-7%	12%	5%	1%	5%

no.	TDP43 rescue	KB-V1 MDR tox	D3 ag	D3 antag
25	6%	-1%	-52	-57*
26	8%	-3%	0	5
27	-8%	-4%	-1	-14
28	?	16µM*	-20	-52*
29	9%	19%	10	1
30	7%&-4%	5%&10%	2&-5	18
31	-23%	·	-11	-10
32	16%	?	-8	?

Further results follow:
no.	Molecule	PTHR1 agonist	GLP1R ag	GLP1R inv ag	aSyn rescue	HEK293 tox
33	Cc1oc(-c2ccc(Cl)cc2)nc1CN1CCC(C(=O)NCC2CCCO2)CC1 (stereo not given)	i	3%	?	-1%	-7%
34	O=c1c(-c2ccc3c(c2)OCCO3)coc2c(CN3CCOCC3)c(O)ccc12	-11%[57.5 µM]	1%	6%	-2%	-4%
35	CCCCCCSc1ncc(C#N)c(N)n1	i	20%	16%	6%	5%
36	COc1ccc(C2=NOC(Cn3nc(-c4ccccc4)cc3C(=O)NCc3ccco3)C2)cc1 (stereo not given)	i	2%	3%	2%	-4%
37	CN(C(=O)NC1CCCCC1)c1ccccc1	i	-5%	-14%	7%	-17%
38	CCCSc1nnc(NC(=O)Cc2coc3cc(C)ccc23)s1	i	·	20%	·	2%
39	COc1ccc2c(C)c(CCC(=O)NCc3cccc(Cl)c3)c(=O)oc2c1	-14%	·	1%	·	-11%
40	O=C(Nc1nnc(-c2ccc3c(c2)CCCC3)o1)C1CCCCC1	-15%	-2%	7%	12%	1%

no.	TDP43 rescue	KB-V1 MDR tox	D3 ag	D3 antag
33	-13%	?	0	-3
34	-1%	8%	-10	0
35	?	12%	4	18
36	6%	?	-3	54
37	3%	3%	3	14
38	26%	16%	4	·
39	14%	6%	-5	·
40	?	?	-1	1

Going on with the list:
no.	Molecule	PTHR1 agonist	GLP1R ag	GLP1R inv ag	aSyn rescue	HEK293 tox
41	O=C(COC(=O)/C=C/c1cccc(C(F)(F)F)c1)NCc1ccco1	i	11%	?	2%	-19%
42	Cc1cccc(NC(=O)CCc2ccc(S(=O)(=O)NC3CCCCC3)cc2)c1	-15%	-3%	?	1%	7%
43	O=C(COc1cccc2cccnc12)N1CCc2ccccc2C1	-31%[inhibitor]	9%	-23%	4%	-4%
44	O=C1SC(c2ccccc2)=C/C1=C\N1CCCCC1	-21%	-2%	31%	-5%	-17%

no.	TDP43 rescue	KB-V1 MDR tox	D3 ag	D3 antag
41	25%	4%	2	-1
42	-2%	-4%	-5	-10
43	0%	-13%	-2	0
44	5%	-10%	0	-6

Source: PubChem
